# Assay outcomes as filed in PubChem BioAssay.
# IDH1 R132H inh – IDH1 R132H (human) inhibition. inhibition, % at 10 µM. O75874. IDH1 R132H reductase, diaphorase/resazurin fluorescence, 60 min. hit rate 0.18% among 70,000. AID 624101; in the data active = inhibition above about 34%;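 note: 0% = DMSO and 100% = no enzyme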
# Target sequence (O75874 whole entry R132H): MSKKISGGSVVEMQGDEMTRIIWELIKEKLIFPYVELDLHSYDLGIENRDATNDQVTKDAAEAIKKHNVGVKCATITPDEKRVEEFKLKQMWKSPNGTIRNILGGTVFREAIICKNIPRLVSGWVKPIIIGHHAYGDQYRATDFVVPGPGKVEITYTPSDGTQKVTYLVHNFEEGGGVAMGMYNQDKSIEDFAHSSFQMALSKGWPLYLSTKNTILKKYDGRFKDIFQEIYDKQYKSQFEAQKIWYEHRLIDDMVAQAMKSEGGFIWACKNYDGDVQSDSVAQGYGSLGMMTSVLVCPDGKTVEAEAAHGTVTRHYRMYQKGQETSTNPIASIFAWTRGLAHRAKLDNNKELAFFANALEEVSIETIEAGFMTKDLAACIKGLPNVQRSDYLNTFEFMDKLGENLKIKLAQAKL
# PRC2 inh – EZH2 (human) methyltransferase inhibition; hit rate 0.35% among 57,000; inhibition, % at 12.5 µM; PRC2 H3K27 methylation, DELFIA TRF, 1 h; AID 651548; Q15910;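 active = mean inhibition of replicates at least 50% and every single replicate also reaching 50%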;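 note: dimethyl H3K27 on biotinylated H3 21-44 peptide detected by antibody; plate controls were median neutral control wells for no effect and median positive control wells for full effect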
# Active calls of the source: *; nt = no result given; & = joins results of further samples.
SMILES,IDH1 R132H inh,PRC2 inh
C[C@@H]1CN([C@H](C)CO)C(=O)c2c(c3ccccc3n2C)-c2ccccc2CO[C@H]1CN(C)C(=O)c1ccncc1,-0.2,-7.1
CC(C)(C)OC(=O)NC1(/C=N/NC(=O)CCCCCC(=O)O)CCCC1,-0.5,-17.0
C[C@@H]1CN([C@H](C)CO)C(=O)c2cccc(NC(=O)Nc3ccc4c(c3)OCO4)c2O[C@H]1CN(C)Cc1ccccc1,-0.3,-7.8
COc1nnc(-c2ccc(N3CCOCC3)c(NS(=O)(=O)c3ccc(Cl)cc3)c2)c2ccccc12,-0.3,21.9
C[C@@H]1CN([C@@H](C)CO)C(=O)c2cc(-c3cccc(C#N)c3)cnc2O[C@@H]1CN(C)C,1.4,-3.6
COc1cccc(NC(=O)COc2ccccc2C(N)=O)c1,0.1,-4.9
C[C@H](CO)N1C[C@H](C)[C@H](CN(C)C)Oc2ncc(-c3cccc(F)c3)cc2C1=O,-0.5,1.8&6.4
C[C@@H]1CN([C@@H](C)CO)S(=O)(=O)c2ccc(C3=CCCCC3)cc2O[C@@H]1CN(C)C(=O)Cc1cccnc1,nt,4.0
CS(=O)(=O)N1[C@H](C#N)[C@@H](c2ccc(/C=C/c3ccccc3)cc2)[C@H]1CO,-0.2,nt
O=C(Cc1ccccn1)N[C@H]1CC[C@H](CCNS(=O)(=O)c2cccc(F)c2)O[C@@H]1CO,-0.2,-5.0
CO[C@H]1CN(C)C(=O)c2ccc(NC(=O)C3CC3)cc2OC[C@H](C)N(Cc2cc(F)ccc2F)C[C@@H]1C,0.2,-6.7
C[C@H](CO)N1C[C@H](C)[C@@H](CN(C)Cc2ccccc2F)Oc2cc(C#CC3CC3)ccc2S1(=O)=O,0.2,28.2
Cc1noc(C)c1NC(=O)N(C)C[C@@H]1Oc2ccc(N(C)C)cc2CC(=O)N([C@H](C)CO)C[C@H]1C,1.5,-1.3
CN(C)CC(=O)Nc1ccc2c(c1)[C@@H]1C[C@@H](CC(=O)N(C)C)O[C@@H](CO)[C@@H]1O2,3.2,1.8
Cc1noc(C)c1S(=O)(=O)Nc1ccc2c(c1)C(=O)N([C@@H](C)CO)C[C@H](C)[C@@H](CN(C)S(=O)(=O)c1ccc(Cl)cc1)O2,1.7,nt
C[C@H]1CCCCO[C@@H](CN(C)Cc2ccccc2)[C@@H](C)CN([C@@H](C)CO)C(=O)c2cc(NC(=O)CCC(F)(F)F)ccc2O1,-1.1,-14.5
COCCNC(=O)c1ccccc1NC(=O)c1ccccc1OC,0.1,-7.7
C[C@@H]1CN([C@H](C)CO)C(=O)c2cccc(N(C)C)c2O[C@H]1CN(C)C(=O)NC1CCCCC1,-0.3,-4.1
C[C@@H]1CN([C@@H](C)CO)C(=O)c2cc(C#Cc3cccnc3)cnc2O[C@@H]1CN(C)Cc1ccc(F)cc1,-0.2,-6.2
C[C@@H]1CCCCO[C@@H](CN(C)C(=O)Nc2ccccc2)[C@@H](C)CN([C@H](C)CO)C(=O)c2cc(NC(=O)c3ccccc3)ccc2O1,3.5,nt
CC(C)NC(=O)Nc1ccc2c(c1)C(=O)N([C@H](C)CO)C[C@H](C)[C@@H](CN(C)S(=O)(=O)c1ccc(F)cc1)O2,nt,0.9
COc1ccc(NC(=O)N(C)C[C@@H]2Oc3ncc(C#C[C@H](C)O)cc3C(=O)N([C@@H](C)CO)C[C@H]2C)cc1,nt,17.6
Cc1noc(C)c1S(=O)(=O)Nc1ccc2c(c1)C(=O)N([C@H](C)CO)C[C@H](C)[C@H](CN(C)S(=O)(=O)c1c(C)noc1C)OCCCC[C@H](C)O2,2.1,nt
C[C@H](CO)N1C[C@H](C)[C@H](CN(C)Cc2ccncc2)Oc2ccc(NS(=O)(=O)c3ccccc3)cc2CC1=O,3.1,-3.3
C[C@@H]1CN([C@H](C)CO)C(=O)Cc2cc(NC(=O)Nc3ccc(F)cc3)ccc2O[C@@H]1CN(C)C(=O)NC1CCCCC1,nt,2.9
C[C@@H]1CN([C@@H](C)CO)C(=O)c2cc(NC(=O)NC3CCCCC3)ccc2O[C@@H](C)CCCCO[C@H]1CN(C)Cc1ccc(C(=O)O)cc1,2.5,nt
C[C@@H]1CN([C@@H](C)CO)C(=O)c2cc(/C=C/c3ccccc3)cnc2O[C@H]1CN(C)Cc1ccccc1,-0.1,12.0
O=S(=O)(Cc1ccccc1)NCC[C@H]1CC[C@H](NS(=O)(=O)c2ccccc2)[C@H](CO)O1,-0.1,-4.1
COc1ccc(CN(C)C[C@@H]2Oc3ccc(NS(=O)(=O)c4ccc(F)cc4)cc3CC(=O)N([C@@H](C)CO)C[C@@H]2C)cc1,-1.4,3.9
C[C@H]1CN([C@@H](C)CO)C(=O)c2cc(NS(C)(=O)=O)ccc2O[C@@H]1CN(C)C(=O)Nc1ccccc1,-0.1,8.9
C[C@@H]1CCCCO[C@@H](CN(C)Cc2ccccc2)[C@@H](C)CN([C@@H](C)CO)C(=O)c2cc(NC(=O)NC3CCCCC3)ccc2O1,3.6,nt
C/C=C/c1cnc2c(c1)C(=O)N([C@H](C)CO)C[C@H](C)[C@@H](CN(C)S(=O)(=O)c1cccs1)O2,-0.7,7.5
COc1ccc(CN(C)C[C@H]2OCCCC[C@H](C)Oc3ccc(NC(=O)Cc4ccccc4)cc3C(=O)N([C@@H](C)CO)C[C@H]2C)cc1,3.1,nt
O=C(N[C@@H]1C=C[C@H](CC(=O)N2CCCCC2)O[C@@H]1CO)c1ccc2c(c1)OCO2,0.5,7.6
COc1cccc(S(=O)(=O)N[C@@H]2CC[C@H](CC(=O)NC3CCC3)O[C@@H]2CO)c1,-0.2,-7.7
CO[C@@H]1CN(C)C(=O)c2ccc(NC(C)=O)cc2OC[C@@H](C)N(Cc2cccnc2)C[C@@H]1C,0.2,-0.4
C[C@@H]1CN([C@H](C)CO)S(=O)(=O)c2ccc(C#CCN(C)C)cc2O[C@H]1CN(C)C(=O)CN(C)C,-0.3,nt
CN(C)C(=O)C[C@@H]1CC[C@H](NC(=O)c2ccc(F)cc2)[C@@H](CO)O1,0.0,6.6
C[C@@H]1CN([C@H](C)CO)C(=O)c2cc(NC(=O)Cc3cn(C)c4ccccc34)ccc2O[C@H]1CN(C)Cc1ccc(Cl)c(Cl)c1,-4.2,nt
O=C(Nc1cccc(C(F)(F)F)c1)c1cc([N+](=O)[O-])ccc1NCc1cccnc1,-0.2,16.0

# Exported with values under each structure: part of the list above
# Results follow in this order: IDH1 R132H inh | PRC2 inh
O=C(Nc1cccc(C(F)(F)F)c1)c1cc([N+](=O)[O-])ccc1NCc1cccnc1
    -0.2 | 16.0
C[C@@H]1CN([C@H](C)CO)S(=O)(=O)c2ccc(C#CCN(C)C)cc2O[C@H]1CN(C)C(=O)CN(C)C
    -0.3 | nt
COc1cccc(S(=O)(=O)N[C@@H]2CC[C@H](CC(=O)NC3CCC3)O[C@@H]2CO)c1
    -0.2 | -7.7
C[C@@H]1CCCCO[C@@H](CN(C)Cc2ccccc2)[C@@H](C)CN([C@@H](C)CO)C(=O)c2cc(NC(=O)NC3CCCCC3)ccc2O1
    3.6 | nt
C[C@@H]1CN([C@H](C)CO)C(=O)c2cc(NC(=O)Cc3cn(C)c4ccccc34)ccc2O[C@H]1CN(C)Cc1ccc(Cl)c(Cl)c1
    -4.2 | nt
COc1ccc(CN(C)C[C@H]2OCCCC[C@H](C)Oc3ccc(NC(=O)Cc4ccccc4)cc3C(=O)N([C@@H](C)CO)C[C@H]2C)cc1
    3.1 | nt

# The list goes on.
SMILES,IDH1 R132H inh,PRC2 inh
C[C@@H]1CN([C@@H](C)CO)C(=O)Cc2cc(NC(=O)C3CC3)ccc2O[C@H]1CN(C)CC1CCCCC1,-0.1,nt
COc1ccccc1-c1ccc2c(c1)O[C@H](CN(C)C(=O)c1ccncc1)[C@@H](C)CN([C@H](C)CO)S2(=O)=O,1.6,nt
COc1ccc(/C=N/NC(=O)c2ccccn2)c(O)c1,nt,-5.4
C[C@@H]1CN([C@@H](C)CO)C(=O)c2cc(NC(=O)CCCN(C)C)ccc2O[C@H]1CN(C)S(=O)(=O)c1ccc(F)cc1,-0.3,-0.6
COCc1nc2c([nH]1)c(=O)n(C)c(=O)n2CC(C)C,-0.1&-0.2,-6.8&-0.6
C[C@@H]1CN([C@H](C)CO)C(=O)c2cc(NC(=O)CCN3CCOCC3)ccc2O[C@@H]1CN(C)S(=O)(=O)c1ccccc1,5.7,0.6
C[C@H](CO)N1C[C@H](C)[C@H](CN(C)Cc2ccccc2)Oc2ncc(C#CCN(C)C)cc2C1=O,0.6&0.2,-7.1&-11.5
CCCN(C)C[C@H]1Oc2ncc(C#CC3CC3)cc2C(=O)N([C@@H](C)CO)C[C@@H]1C,0.0,-20.4
COc1cccc(NC(=O)N(C)C[C@@H]2OCc3ccccc3-c3ccccc3C(=O)N([C@H](C)CO)C[C@@H]2C)c1,-10.6,0.1
C[C@H](CO)N1C[C@H](C)[C@H](CN(C)C(=O)Nc2ccc3c(c2)OCO3)Oc2ncc(-c3cc4ccccc4o3)cc2C1=O,-3.5,-26.6
Cc1noc(C)c1NC(=O)Nc1cccc2c1O[C@@H](CN(C)C(=O)NC(C)C)[C@@H](C)CN([C@@H](C)CO)C2=O,1.3,nt
CO[C@@H]1CN(C)C(=O)c2cc(NC(=O)C3CCOCC3)ccc2OC[C@H](C)N(Cc2cccnc2)C[C@H]1C,-0.1,2.9
C[C@@H]1CN([C@H](C)CO)C(=O)c2cc(NC(=O)C3CC3)ccc2O[C@H]1CN(C)C(=O)Nc1ccccc1,-0.4,14.2
O=C(C[C@@H]1CC[C@H](NS(=O)(=O)c2ccccc2F)[C@H](CO)O1)NCCCN1CCOCC1,-0.1,-6.5
O=C(CCN1CCCCC1)N[C@@H]1CC[C@@H](CCn2cc(-c3cccc(F)c3)nn2)O[C@H]1CO,-0.2,0.6
C[C@@H]1CN([C@H](C)CO)C(=O)c2cc(NS(=O)(=O)c3ccc(Cl)cc3)ccc2O[C@@H]1CN(C)S(=O)(=O)c1cccs1,2.6,nt
COc1ccc(C(=O)Nc2ccc3c(c2)C(=O)N(C)C[C@H](OC)[C@@H](C)CN(C)[C@@H](C)CO3)cc1,0.2,-2.8
COc1ccc(CN(C)C[C@H]2Oc3ccc(NS(=O)(=O)c4cccs4)cc3CC(=O)N([C@@H](C)CO)C[C@@H]2C)cc1,0.9,nt
CN(C)CC(=O)N1[C@H](C#N)[C@@H](c2ccc(-c3ccccc3F)cc2)[C@H]1CO,-0.2,nt
CC(Oc1ccc(Cl)cc1Cl)C(=O)Nc1cc(C(F)(F)F)ccc1N1CCOCC1 (centres undefined),-0.3,11.8
CCCNC(=O)C[C@H]1C[C@@H]2c3cc(NC(=O)Nc4ccc(OC)cc4)ccc3O[C@@H]2[C@@H](CO)O1,0.2,0.1
C[C@@H]1CN([C@@H](C)CO)C(=O)c2cc(NC(=O)CCCN(C)C)ccc2O[C@@H]1CN(C)S(=O)(=O)c1ccccc1,0.2,-0.3
Cc1nn2c(CN(C(=O)c3ccco3)c3ccccc3)nnc2c2ccccc12,-0.5,-10.7
C[C@H]1CN([C@@H](C)CO)S(=O)(=O)c2ccc(-c3cncnc3)cc2O[C@H]1CN(C)Cc1cccnc1,nt,-3.5
O=C(C[C@@H]1C[C@@H]2c3cc(NC(=O)Cc4ccncc4)ccc3O[C@@H]2[C@H](CO)O1)NCCN1CCCCC1,0.2,-10.6
Cc1nnc(SCC(=O)NC2CCCCCC2)n1-c1ccccc1,0.1,17.4
C[C@H]1O[C@@H](O[C@H]2C[C@H]3C(=O)C[C@]4(C)C(=CCC5[C@@]6(C)CC[C@H](O[C@@H]7OC[C@@H](O)[C@H](O)[C@H]7O)[C@@](C)(C=O)C6CC[C@]54C)[C@@H]3CC2(C)C)[C@H](O)[C@@H](O)[C@@H]1O[C@@H]1O[C@H](C(=O)O)[C@@H](O)[C@H](O)[C@H]1O (some centres undefined),0.4,-6.5
O=C(NCc1ccco1)c1cncc(Br)c1,-0.1,2.3
C[C@H](CO)N1C[C@H](C)[C@H](CN(C)C(=O)Cc2ccccn2)Oc2ncc(-c3cncnc3)cc2C1=O,0.3,-5.8
Cc1noc(C)c1NC(=O)Nc1ccc2c(c1)CC(=O)N([C@@H](C)CO)C[C@H](C)[C@@H](CN(C)CC1CC1)O2,0.8,12.1
C[C@@H]1CCCCO[C@H](CN(C)Cc2ccc3c(c2)OCO3)[C@H](C)CN([C@@H](C)CO)C(=O)c2cc(NS(=O)(=O)c3ccccc3)ccc2O1,3.6,nt
C[C@@H]1CN([C@H](C)CO)C(=O)c2cc(C#C[C@@H](C)O)cnc2O[C@@H]1CN(C)Cc1ccccn1,4.2,-3.8
CO[C@@H]1CN(C)C(=O)c2cc(NS(=O)(=O)c3cccc(F)c3)ccc2OC[C@@H](C)N(Cc2cc(F)ccc2F)C[C@@H]1C,-0.1,16.7
CNC[C@H]1Oc2ncc(C#CCC(C)C)cc2C(=O)N([C@H](C)CO)C[C@H]1C,0.2,-15.7
C[C@H](CO)N1C[C@H](C)[C@@H](CN(C)Cc2ccccc2)Oc2ccc(NC(=O)CCCN(C)C)cc2C1=O,nt,4.3
C[C@H](CO)N1C[C@H](C)[C@H](CN(C)C(=O)Nc2cccc3ccccc23)Oc2ccc(NC(=O)NC3CCCCC3)cc2CC1=O,-3.6,-0.8
CNC[C@@H]1Oc2ccc(NC(=O)Cc3ccccc3)cc2CC(=O)N([C@@H](C)CO)C[C@@H]1C,0.3,5.2
COc1ccc(Cl)cc1C(=O)NCCc1ccc(S(=O)(=O)NC(=O)NC2CCCCC2)cc1,0.3,15.5
Cc1nnc(NC2(C(F)(F)F)C(=O)Nc3c2c(=O)n(C)c(=O)n3C)s1 (centres undefined),-0.9,-3.1
Cc1sc(NC(=O)c2ccccc2)c(C(=O)NCc2cccnc2)c1C,-0.7,4.4
O=C(C[C@H]1C=C[C@H](NC(=O)Nc2cc(F)ccc2F)[C@H](CO)O1)NCc1ccc2c(c1)OCO2,0.7,4.6

# These rows are one share of the data; the hit share may differ from the screen's.
